Screens deposited in PubChem BioAssay by National Center for Advancing Translational Sciences (NCATS).
Vif-APOBEC3G blk: inhibitors of Vif-APOBEC3G interaction. HeLa A3G-eYFP + Vif (tagged APOBEC3G with the HIV-1 protein that degrades it), YFP fluorescence, overnight. Q9HC16. 410,000 tested, 0.076% active. Potency, µM (doses to about 46.1 µM), inactives show at the top dose activity, negative = active, actives largely listed as inhibitors;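 note: potency is the fitted concentration of half-maximal effect; % is set by controls: 0 for no effect and ±100 for the full control effect; nearly all actives have a fitted effect of over 60% in size; hits raise eYFP signal because A3G escapes Vif-driven loss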
Target sequence (Q9HC16 whole entry, looked up): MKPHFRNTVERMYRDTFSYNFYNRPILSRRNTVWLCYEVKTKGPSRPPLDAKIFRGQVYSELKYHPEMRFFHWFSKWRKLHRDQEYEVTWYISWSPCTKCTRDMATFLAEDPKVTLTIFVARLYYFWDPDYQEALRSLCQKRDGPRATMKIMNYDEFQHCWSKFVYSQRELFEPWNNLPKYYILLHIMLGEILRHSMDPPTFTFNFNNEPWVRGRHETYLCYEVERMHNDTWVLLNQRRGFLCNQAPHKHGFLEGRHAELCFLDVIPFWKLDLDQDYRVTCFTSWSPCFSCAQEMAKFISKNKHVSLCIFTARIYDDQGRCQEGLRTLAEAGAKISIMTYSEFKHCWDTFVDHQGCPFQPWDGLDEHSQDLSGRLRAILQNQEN
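Read-out is eYFP fluorescence (Ex 488/Em 500-530) from Vif-expressing HeLa A3G-eYFP cells; more signal means A3G escaped Vif-mediated degradation. Cells plated overnight, compound pinned in, incubated overnight at 37 deg C.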
LDHA inh: blocks human lactate dehydrogenase A; 480,000 tested, 0.15% active; purified LDHA, NADH/diaphorase-resazurin fluorescence; hits give low values; activity change, % (values are at about 110 or 230 µM); P00338; AID 1347041; in the data active = activity change below about -30%; inconclusive = mostly about -25% to -30%;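 note: plate controls were DMSO wells for no effect and wells without enzyme for full effect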
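Enzyme activity of human lactate dehydrogenase 5 (2 nM; 0.06 mM NADH, 0.2 mM pyruvate, 5 min, RT) is measured via a resazurin/diaphorase fluorescence readout of residual NADH.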
Glioma ERSR ind: ER stress response induction in glioma; 420,000 tested, 0.02% active; Potency, µM, without a hit: top-dose activation, actives largely listed as activators; U87-MG GRP78 promoter luciferase reporter, 16 h; AID 602332; note: potency is the fitted concentration of half-maximal effect; series mostly up to about 76 µM; % of control where 0% means no effect; nearly all actives have a fitted effect of over 35% in size
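Stably transfected U87-MG glioma cells carrying a GRP78-based luciferase sensor; 16 h compound incubation. Luminescence end-point read 10 min after Bright-Glo addition at room temperature.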
The depositor's hits bear a star; ? = inconclusive; / = no result given; & = joins results of further samples. Unless noted, calls come from the whole dose curve; as a rule, active = well fitted curve in the direction sought with a large enough effect; inconclusive = small, poorly fitted or top-dose-only effect, or another doubt; inactive = no such curve, though single readings can be large; an effect the other way counts as inactive or inconclusive. These rows are one share of the data; the hit share may differ from the screen's.

SMILES	Vif-APOBEC3G blk	LDHA inh	Glioma ERSR ind
COc1ccc(Cc2nnc(NC(=O)c3cccc(NC(=O)c4ccccc4)c3)s2)cc1	/	-21	/
COc1cccc(C(=O)OCc2nc(-c3ccc(OC(F)(F)F)cc3)no2)c1	/	3	/
Cc1c(CCC(=O)NCc2ccc3c(c2)OCO3)c(=O)oc2c(C)c(O)ccc12	/	1	/
C/C=C/C=C/C(=O)NCc1ccc(CN2CCCC2)cc1	/	7	/
CC(=O)Nc1ccc(S(=O)(=O)N2CCC(NC(=O)CC3CCCC3)CC2)cc1	/	0	/
CNC(=O)NC(=O)COc1c(Cl)cc(Cl)c2ccc(C)nc12	/	0	/
CC(C)C(=O)NCCSCc1cccs1	/	0	/
Cc1cc(C)cc(NC(=O)c2cnn3c2NC(C(=O)O)=CC3/C=C/c2ccccc2)c1 (stereo not drawn)	/	-2	/
COc1ccc(Oc2c(C(F)(F)F)oc3cc(OC(C)=O)ccc3c2=O)cc1	/	-2	/
CC(C)C[C@H]1CNC(=O)C(=O)N1C[C@H](Cc1ccc(O)cc1)NC(=O)CC12CC3CC(CC(C3)C1)C2	/	-2	/
O=C(NCCC1CCCO1)c1cc(-c2ccc(F)cc2)nc2ccccc12 (stereo not drawn)	/	5	/
COCc1cccc(C(=O)NCc2ccc(C)cc2)c1	/	0	/
CN(Cc1ccc(Cl)cc1Cl)C(=O)CCN=C1NS(=O)(=O)c2ccccc21	/	9	/
COc1ccccc1/C=C/C(=O)C12CC3CC(CC(C3)C1)C2	/	-3	/
CCSCCC(=O)Nc1ccc(Cl)c(C(=O)NC)c1	/	1	/
CCCCNc1c(-c2ccc(F)cc2)nc2nc(C)cc(C)n12	/	-1	/
CCOC(=O)[C@]12CCC=C1N(CCC1=CCCCC1)C(=O)[C@H](CC(=O)NCc1ccc(C)o1)C2	/	1	/
CCc1cccc2c(C(=O)COC(=O)c3cccc(C)c3)c[nH]c12	/	-2	/
N#Cc1ccccc1COc1ccc(C(=O)c2ccc(F)cc2)cc1	/	11	/
CCN(CC)C(=O)c1sc(NC(=O)c2ccc3c(c2)OCO3)c(C(=O)OC(C)C)c1C	/	11	/
CN1CCN(c2ccc(Nc3nn4c(=O)c5ccccc5nc4s3)cc2)CC1	/	15	/
COc1ccc(C)cc1NC(=O)c1cc(=O)[nH]c2ccccc12	/	0	/
COc1cc(OC)c(C2CC(=O)Nc3ccsc32)cc1OC (stereo not drawn)	/	-3	/
COc1ccccc1CNC(=O)Cn1c(=O)c2c(ncn2CC(C)C)n(Cc2ccccc2)c1=O	/	2	/
Cc1n[nH]c(C)c1S(=O)(=O)Nc1ncn(Cc2ccccc2F)n1	/	-15	/
CCC(C(=O)c1ccc(Cl)cc1)C(c1ccc(Cl)cc1)C(C(=O)OC)C(=O)OC (stereo not drawn)	/	8	/
COc1ccc(Cl)cc1NC(=O)c1cc2c(s1)-c1ccccc1S(=O)(=O)C2	/	-6	/
CCCCCCCC(=O)N/N=C/C(C)=N/NC(=O)CCCCCCC	/	4	/
CCN1CCCC1CNC(=O)c1nc(-c2cccc3[nH]ccc23)no1 (stereo not drawn)	/	?	/
Cc1ccccc1NC(=O)CN(C)C1=NS(=O)(=O)c2ccccc21	/	-2	/

Compound profiles, as listed above:
Entry for COc1cc(OC)c(C2CC(=O)Nc3ccsc32)cc1OC (stereo not drawn) : Vif-APOBEC3G blk = /; LDHA inh = -3; Glioma ERSR ind = /
Entry for CCCCCCCC(=O)N/N=C/C(C)=N/NC(=O)CCCCCCC : Vif-APOBEC3G blk = /; LDHA inh = 4; Glioma ERSR ind = /
Entry for CCC(C(=O)c1ccc(Cl)cc1)C(c1ccc(Cl)cc1)C(C(=O)OC)C(=O)OC (stereo not drawn) : Vif-APOBEC3G blk = /; LDHA inh = 8; Glioma ERSR ind = /

More entries:
SMILES	Vif-APOBEC3G blk	LDHA inh	Glioma ERSR ind
O=c1oc2ccccc2c(NC2CCCC2)c1NS(=O)(=O)c1ccccc1Cl	/	-3	/
CCCCCOc1ccc(C(N)C(=O)OCC)cc1 (stereo not drawn)	/	8	/
CCOc1ccccc1NC(=O)c1nc(-c2ccc(OC)cc2)n(-c2ccccc2)n1	/	11	/
CC(=O)c1ccc(S(=O)(=O)NCCc2cccc3cccnc23)cc1	/	3	/
COc1cccc(CNC(=O)Cn2c(=O)nc3n2C(=O)N(c2ccccc2)C3)c1	/	6	/
O=S(=O)(Nc1nc2ccccc2nc1Nc1ccccc1)c1cccc2nsnc12	/	0	/
O=C(O)/C=C/c1ccc(-c2ccc(Br)cc2Cl)o1	/	13	/
CC1(C(=O)Nc2ccc3c(c2)OCCO3)CN(S(C)(=O)=O)CC(=O)N1CCCn1ccnc1 (stereo not drawn)	/	-1	/
COc1cccc(C(=O)NCc2n[nH]c(=O)c3ccccc23)c1OC	/	17	/
COc1ccc(Cc2nnc(SCC(=O)Nc3ccc(F)cc3)n2C)cc1	/	-3	/

Looked up above.
Value for CCOc1ccccc1NC(=O)c1nc(-c2ccc(OC)cc2)n(-c2ccccc2)n1 in LDHA inh: 11
Value for O=C(O)/C=C/c1ccc(-c2ccc(Br)cc2Cl)o1 in LDHA inh: 13
Value for O=S(=O)(Nc1nc2ccccc2nc1Nc1ccccc1)c1cccc2nsnc12 in LDHA inh: 0
Value for CC(=O)c1ccc(S(=O)(=O)NCCc2cccc3cccnc23)cc1 in LDHA inh: 3
Value for COc1ccc(Cc2nnc(SCC(=O)Nc3ccc(F)cc3)n2C)cc1 in LDHA inh: -3
Value for COc1cccc(CNC(=O)Cn2c(=O)nc3n2C(=O)N(c2ccccc2)C3)c1 in LDHA inh: 6
Value for COc1cccc(C(=O)NCc2n[nH]c(=O)c3ccccc23)c1OC in LDHA inh: 17

(list continues)
SMILES	Vif-APOBEC3G blk	LDHA inh	Glioma ERSR ind
CCCCc1c(Cc2ccccc2)ncn1CCc1ccccc1OC	/	8	/
CCn1nc(C(=O)OCC(=O)N(C)c2ccccc2)c2ccccc2c1=O	/	12	/
CC(C)OC(=O)c1ccn[nH]1	/	1	/
N#Cc1ccccc1OCc1csc(-c2ccccc2)n1	/	-4	/
COc1ccc(-c2noc(CSc3nnc(-c4ccco4)n3C3CCCCC3)n2)c(OC)c1	/	4	/
CNC(=O)c1ccc(CN(C)C(=O)CCc2ncc(-c3ccc(C)cc3)o2)cc1	/	3	/
Cc1ccc(SCCNC(=S)Nc2ccc(Nc3ccccc3)cc2)cc1	/	21	/
CN(C)S(=O)(=O)c1ccc(-c2nc(C#N)c(N3CCN(c4ccccc4)CC3)o2)cc1	/	0	/
O=C(NCCC1CCN(Cc2ccccc2)CC1)C1CCCN(c2ncnc3nc[nH]c23)C1 (stereo not drawn)	/	-6	/
CN(C)CCNc1oc(-c2ccc(F)cc2)nc1C#N	/	1	/
CC(C)(C)c1ccc(CN(Cc2ccccc2)C(=S)Nc2ccc(Br)cc2)cc1	/	-10	/
CC(C)c1ccc(-c2nnn(CCC(=O)Nc3sc4c(c3C#N)CCCC4)n2)cc1	/	0	/
CC(=O)Nc1cccc(-c2nc3cc(C)cc(C)c3o2)c1	/	-6	/
c1ccc(-c2nc3c4ccccc4ccn3c2CC2CCCCC2)cc1	/	4	/
N#Cc1nc(-c2ccco2)oc1N1CCC(C(=O)N2CCC(CCN3CCOCC3)CC2)CC1	/	-6	/
O=C(Nc1ccc(Br)cn1)C12CC3CC(CC(C3)C1)C2	/	0	/
C=CCOc1ccc(C(=O)Nc2ccccc2C(C)C)cc1	/	-8	/
Fc1ccc(-c2cnc(CSc3nnc(N4CCCC4)s3)o2)cc1	/	23	/
COc1ccc(-c2c(C)c3ccc(OC)cc3oc2=O)cc1	/	0	/
O=C(c1ccc2c(=O)n(-c3cccc(Cl)c3)cnc2c1)N1CCSCC1	/	7	/
O=C(c1ccc(C(F)(F)F)cc1)N1CCC(=O)N([C@H](COCc2ccc(Cl)cc2)Cc2ccccc2)CC1	/	4	0%
O=C1NC(=O)c2cc(Nc3ccccc3)c(Nc3ccccc3)cc21	/	-3	-7%&-9%
O=C(c1ccc(C(F)(F)F)cc1)N1CCC(=O)N([C@H](COCc2ccc(C(F)(F)F)cc2)Cc2ccccc2)CC1	/	7	-2%
S=c1[nH]c2ccccc2s1	/	2	-3%&-3%&-3%&-2%
NC(Cc1ccc(Cl)cc1)C(=O)O (stereo not drawn)	/	3	0%&-3%
O=S(=O)(O)CC(S)CS (stereo not drawn)	/	-2	-4%
Cc1cccc(C(=O)N2CCC(=O)N([C@H](COCc3cccc(C(F)(F)F)c3)Cc3ccccc3)CC2)c1	/	3	-3%
CC12CCC(C[N+](C)(CCC[N+](C)(C)C)C1)C2(C)C (stereo not drawn)	/	3	-3%
Cc1cccc(C(=O)N2CCC(=O)N([C@H](COCc3ccc(Cl)cc3)Cc3ccccc3)CC2)c1	/	-3	-7%
CSc1nc2c(=S)[nH]c(=S)[nH]c2s1	0%	-9	0%
O=C(NCCc1ccccc1)C1Cc2c(-c3ccccc3Oc3ccccc3)ccnc2O1 (stereo not drawn)	-8%	-1	-4%
C=CCOc1cccn2c(N(C)C(=O)c3ccncc3)c(CC)nc12	1%	1	-2%
NCCCCC(C(=O)O)N(C(=O)OCc1ccccc1)C(=O)OCc1ccccc1 (stereo not drawn)	0%	-5	-1%
Cc1ccc(C)c(C(O)c2ncc(-c3ccccc3)[nH]2)c1 (stereo not drawn)	-1%	-8	-4%
CC(C)NC(=O)C1(C)CCCCCN1C(=O)c1ccc(-c2ccccc2)cc1 (stereo not drawn)	-1%	-4	-1%
O=C(Nc1ccc(Oc2ccccc2)cc1)c1csc([C@@H]2C[C@H](O)[C@@H](CO)O2)n1	4%	-10	11%
CC1(C(=O)NCCc2ccccc2)Cc2c(-c3cccc(C(F)(F)F)c3)ccnc2O1 (stereo not drawn)	?	-2	-1%
CN(N=O)c1ccc(/C=C/c2ccccc2)cc1	-1%	-5	1%
Cn1cc(-c2cnc3c(NC=O)cc(-c4cccc(C(F)(F)F)c4)cn23)cn1	?	7	2%
CC(=O)Oc1ccc2cc(-c3nc4c(s3)CCc3ccccc3-4)c(=O)oc2c1	9%	0	1%
Cc1c(C(=O)NCc2ccc(C(C)C)cc2)sc(=O)n1Cc1ccc(S(=O)(=O)N(C)C)cc1	3%	3	-3%
CCC(=O)N1CCCC1(C)C(=O)NCc1ccc(SC)cc1 (stereo not drawn)	-1%	-13	0%
C[n+]1cccc(Br)c1	2%	1	-2%
CSc1ccc(Cn2c(C)c(C(=O)NCc3ccc(Cl)c(Cl)c3)sc2=O)cc1	-1%	-12	1%
COc1ccc(C2Nc3ccccc3C(=O)N2c2ccc(F)cc2)cc1COc1ccc(NC(C)=O)cc1 (stereo not drawn)	-5%	2	0%
COc1ccc(C(O)c2nc(-c3cccc(NC(C)=O)c3)cs2)cc1 (stereo not drawn)	-4%	-6	-2%

A draw from above in order of heavy-atom count, smallest number first.
SMILES	Vif-APOBEC3G blk	LDHA inh	Glioma ERSR ind
S=c1[nH]c2ccccc2s1	/	2	-3%&-3%&-3%&-2%
CN(C)CCNc1oc(-c2ccc(F)cc2)nc1C#N	/	1	/
COc1ccc(-c2noc(CSc3nnc(-c4ccco4)n3C3CCCCC3)n2)c(OC)c1	/	4	/
O=C(c1ccc(C(F)(F)F)cc1)N1CCC(=O)N([C@H](COCc2ccc(C(F)(F)F)cc2)Cc2ccccc2)CC1	/	7	-2%
